IDE cell inh = inhibits human insulin-degrading enzyme in HEK cells. P14735. FAbetaB cleavage, fluorescence polarization. inhibition, % at 5.59 µM. actives 0.41% (n = 320,000). AID 434962;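 active means percent inhibition above the average of all tested compounds plus 3 SD, set per screening campaign, cut at about 16% in these data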;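 further: IDE supplied by intact live HEK cells; FP after avidin binding of uncleaved biotin substrate so inhibition keeps polarization high; 0% = DMSO wells and 100% = 60 µM reference IDE inhibitor Ii1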
Target sequence (P14735 whole entry, looked up): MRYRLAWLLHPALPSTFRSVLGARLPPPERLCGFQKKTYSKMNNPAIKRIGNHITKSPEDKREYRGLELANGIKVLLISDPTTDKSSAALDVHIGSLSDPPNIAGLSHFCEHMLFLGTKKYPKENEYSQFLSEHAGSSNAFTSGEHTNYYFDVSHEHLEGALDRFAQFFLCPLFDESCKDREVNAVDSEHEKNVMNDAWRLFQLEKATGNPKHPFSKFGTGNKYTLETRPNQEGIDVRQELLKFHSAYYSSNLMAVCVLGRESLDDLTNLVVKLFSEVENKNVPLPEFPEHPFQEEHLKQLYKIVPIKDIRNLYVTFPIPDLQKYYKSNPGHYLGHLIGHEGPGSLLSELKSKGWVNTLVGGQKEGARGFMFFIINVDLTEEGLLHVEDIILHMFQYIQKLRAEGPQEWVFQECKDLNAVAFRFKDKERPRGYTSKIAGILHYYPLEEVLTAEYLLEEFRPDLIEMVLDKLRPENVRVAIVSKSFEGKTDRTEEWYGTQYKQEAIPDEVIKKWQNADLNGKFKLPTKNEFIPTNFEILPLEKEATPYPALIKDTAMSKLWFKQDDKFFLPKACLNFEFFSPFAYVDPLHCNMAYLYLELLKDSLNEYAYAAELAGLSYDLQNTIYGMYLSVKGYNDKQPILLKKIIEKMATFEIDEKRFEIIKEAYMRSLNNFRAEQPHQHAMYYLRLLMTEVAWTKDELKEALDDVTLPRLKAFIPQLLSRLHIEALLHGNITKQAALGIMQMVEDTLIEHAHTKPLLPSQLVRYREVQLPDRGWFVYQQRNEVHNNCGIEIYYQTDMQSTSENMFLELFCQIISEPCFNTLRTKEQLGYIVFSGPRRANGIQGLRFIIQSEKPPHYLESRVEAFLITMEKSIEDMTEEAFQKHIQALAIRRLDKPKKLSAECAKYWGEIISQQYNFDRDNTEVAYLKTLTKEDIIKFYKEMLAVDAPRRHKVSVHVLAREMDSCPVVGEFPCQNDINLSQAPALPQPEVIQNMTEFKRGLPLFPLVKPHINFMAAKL
SUMO HTRF inh = inhibitors of human SUMOylation (UBC9); P63279; HTRF SUMOylation assay, SAE1/SAE2 + UBC9, in vitro; inhibition, % at 35 µM; actives 0.36% (n = 290,000); in the data active means inhibition above about 50%, passing the limit was not always enough; further: strong numbers were not always called active
IMP-1 inh = inhibitors of Pseudomonas aeruginosa IMP-1 metallo-beta-lactamase | purified IMP-1, nitrocefin hydrolysis, epi-absorbance fluorescence | inhibition, % at 5.6 µM | actives 0.45% (n = 290,000) | AID 1556;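 active means inhibition above the mean plus 3 SD of all compounds in the same screening run, cut at about 4.5% in these data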;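 further: 0% = IMP-1 with DMSO and 100% = DMSO wells lacking enzyme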
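System: Purified IMP-1 | Read-out basis: Percent enzyme inhibition | Controls: IMP-1 with DMSO as 0%, enzyme-free DMSO as 100% | Replicates: One well per compound | Doses: 5.6 µM nominal single concentration | Detection: Epi-absorbance fluorescence, 480 nm excitation, 530 nm emission | Incubation: 25 °C, 15 min preincubation, 25 min reaction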
VIM-2 inhibitor = blocks Pseudomonas aeruginosa VIM-2 metallo-beta-lactamase; inhibition, % at 5.6 µM; actives 0.89% (n = 290,000); purified VIM-2, nitrocefin hydrolysis, epi-absorbance fluorescence; AID 1527;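 active means inhibition above the mean of all tested compounds plus 3 SD, cutoff set per screening run, cut at about 7.5% in these data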;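 further: red hydrolysis product quenches plate fluorescence so inhibitors raise well fluorescence; 0% = enzyme with DMSO and 100% = DMSO without enzyme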
GalR3 antagonist = antagonists of human GalR3; HEK293 GalR3-CNG cAMP membrane potential fluorescence; galR3 body fused to GalR1 C-terminus; inhibition, % at 3 µM; actives 0.44% (n = 360,000); AID 651719;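 active means inhibition above the screen-wide average plus 3 SD, cut at about 13% in these data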;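 further: forskolin and galanin both at EC90 stimulate the cells; cAMP rise reported by CNG channel membrane potential dye signal; 0% = forskolin plus galanin with DMSO and 100% = forskolin alone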
p-CIP stab down = p/CIP protein destabilization; Q05BA5; F442A p/CIP-EGFP cells, EGFP fluorescence, 16 h; decrease of EGFP signal, % at 10 µM; actives 0.01% (n = 290,000);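 active means EGFP signal decrease of at least 30% at 10 µM or well 3 SD below plate mean, unless failing retest; inactive means the rest, including hits failing retest or dose response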; further: some compounds called inactive have numbers as strong as hits; many of its hits are not listed in these tables
NS3 helicase inh = inhibitors of Hepatitis C virus NS3 helicase. NS3 helicase DNA unwinding, Cy5 molecular beacon fluorescence. inhibition, % at 10.9 µM. actives 0.56% (n = 290,000). AID 1800;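 active means inhibition above the mean of all tested compounds plus 3 SD, set per campaign, cut at about 35% in these data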;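 further: 0% = DMSO wells and 100% = thioflavine S control wells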
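Measured by: Cy5 fluorescence, 0 and 60 min reads / Assay system: NS3 helicase fragment of HCV / Control set: low DMSO, high thioflavine S at 110 µM / Times: 1 h reaction at 25 °C, ATP-initiated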
* marks the source's active call; other numbers are inactive results; / = not tested or not shown. This is a subset (hit frequency here may not be typical).

smiles,IDE cell inh,SUMO HTRF inh,IMP-1 inh,VIM-2 inhibitor,GalR3 antagonist,p-CIP stab down,NS3 helicase inh
CCCCCCn1c(=O)c(C(=O)Nc2ccncc2)c(O)c2ccccc21,/,27,/,/,/,-27,/
COC(=O)c1cc(COc2cc(C)cc3oc(=O)c4c(c23)CCC4)c(C)o1,/,18,/,/,/,-6,/
CCCCCn1c(=O)c(C(=O)Nc2ccncc2)c(O)c2ccccc21,/,-5,/,/,/,-25,/
CC(=O)c1c(C)n(C(C)C)c2ccc(O)cc12,/,/,-3.6,-2.2,/,/,6
OC[C@@H](O)CCl,6,/,/,/,/,/,/
CC(C)(O)[C@@H]1[C@H]2OC(=O)[C@@H]1[C@]1(O)C[C@H]3O[C@]34C(=O)O[C@H]2[C@]14C (tested in a mixture with another compound),3,/,/,/,/,/,/
NC(Cc1cc(O)c(O)cc1O)C(=O)O (configuration not stated),-5,/,/,/,/,/,/
C[C@]12CC[C@H](O)CC1=CC[C@@H]1[C@@H]2CC[C@@]2(C)[C@H]1CC[C@]2(C)O,3,/,/,/,/,/,/
CCC1C=CC=CC[C@H](C)[C@@H](O)[C@](C)(O)C(=O)[C@@H](C)[C@H](O)[C@@H](C)C(=O)[C@H](C)[C@@H](O)[C@H](C)C=CC(=O)OC2[C@@H](C)C(CC1)OC1(CC[C@@H](C)C(C[C@H](C)O)O1)[C@@H]2C (some centres not stated),0,/,/,/,/,/,/
COc1ccc(-n2nnnc2C(c2ccnc3ccccc23)N2CCC3(CC2)C(=O)NCN3c2ccccc2)cc1 (configuration not stated),/,/,/,/,-1,/,/
CCOC(=O)[C@]12Cc3cc(OC)ccc3[C@H]1N(CC(=O)OC)C(=O)c1ccccc12,/,/,/,/,-5,/,/
C=CCCC[C@@H]1OC(=O)CNC(=O)C([C@@H](C)CC)NC(=O)[C@@H]2CCCN2C(=O)C([C@@H](C)CC)OC(=O)[C@H](Cc2ccccc2)N(C)C(=O)[C@H](C(C)C)NC(=O)C1(C)C (some centres not stated),/,/,/,/,-8,/,/
CC(C)(C)n1nnnc1C(c1cc2ccccc2o1)N1CCC2(CC1)C(=O)NCN2c1ccccc1 (configuration not stated),/,/,/,/,-8,/,/
CC(C)(C)n1nnnc1C(CCc1ccccc1)N1CCC2(CC1)C(=O)NCN2c1ccccc1 (configuration not stated),/,/,/,/,-2,/,/
O=C1NCN(c2ccccc2)C12CCN(C(c1cc3ccccc3o1)c1nnnn1-c1ccc3c(c1)OCCO3)CC2 (configuration not stated),/,/,/,/,-5,/,/
COc1ccc2nc(-c3ccc(CN4CCC(n5nnc6ccccc65)CC4)cc3)c(-c3ccccc3)nc2c1,/,/,/,/,-8,/,/
COc1ccc(-n2nnnc2C(c2ccccc2)N2CCC(n3c(=O)[nH]c4ccccc43)CC2)cc1 (configuration not stated),/,/,/,/,-4,/,/
Cc1cc(N2CCNC[C@@H]2C)ccc1N1CC[C@H](O)C1,/,/,/,/,-7,/,/
CN1C[C@H](O)[C@H]2C[C@@H]1c1ccccc1O2,/,/,/,/,-7,/,/
COc1ccc(CC2=NCCc3cc(OC)c(OC)cc32)cc1OC,/,/,/,/,-5,/,/
Clc1cccc(N2Cc3cc(-c4ccccc4)ccc3-n3nncc3C2)c1,/,/,/,/,-6,/,/
COc1ccc(C(c2nnnn2C2CCCC2)N2CCC3(CC2)C(=O)NCN3c2ccccc2)cc1 (configuration not stated),/,/,/,/,-7,/,/
COc1cccc(C(c2nnnn2-c2ccc3c(c2)OCCO3)N2CCC3(CC2)C(=O)NCN3c2ccccc2)c1OC (configuration not stated),/,/,/,/,-1,/,/
COc1ccc(-c2ccc3c(c2)CN(CC(C)C)Cc2cnnn2-3)cc1,/,/,/,/,-5,/,/
COc1ccc(-n2nnnc2C(c2cccs2)N2CCC(n3c(=O)[nH]c4ccccc43)CC2)cc1 (configuration not stated),/,/,/,/,-6,/,/

Arranged by SMILES length (lowest first): part of the list above
smiles,IDE cell inh,SUMO HTRF inh,IMP-1 inh,VIM-2 inhibitor,GalR3 antagonist,p-CIP stab down,NS3 helicase inh
CC(=O)c1c(C)n(C(C)C)c2ccc(O)cc12,/,/,-3.6,-2.2,/,/,6
Cc1cc(N2CCNC[C@@H]2C)ccc1N1CC[C@H](O)C1,/,/,/,/,-7,/,/
Clc1cccc(N2Cc3cc(-c4ccccc4)ccc3-n3nncc3C2)c1,/,/,/,/,-6,/,/
COc1ccc(C(c2nnnn2C2CCCC2)N2CCC3(CC2)C(=O)NCN3c2ccccc2)cc1 (configuration not stated),/,/,/,/,-7,/,/
COc1ccc2nc(-c3ccc(CN4CCC(n5nnc6ccccc65)CC4)cc3)c(-c3ccccc3)nc2c1,/,/,/,/,-8,/,/

Other compounds.
smiles,IDE cell inh,SUMO HTRF inh,IMP-1 inh,VIM-2 inhibitor,GalR3 antagonist,p-CIP stab down,NS3 helicase inh
Nc1ccc(CC(N)c2csc(Nc3ncccn3)n2)cc1 (configuration not stated),/,/,/,/,-3,/,/
COc1ccc(-c2ccc3c(c2)CN(C(=O)CCc2ccccc2)Cc2cnnn2-3)cc1,/,/,/,/,-8,/,/
CC(C)S(=O)(=O)N1Cc2ccc(Br)cc2-n2nncc2C1,/,/,/,/,-8,/,/
O=C(O)CCl,/,/,/,/,4,/,/
COC(=O)C1=C(c2ccc(OC(F)(F)F)cc2)C[C@@H]2CC[C@H]1N2C(=O)N1CCc2cc(OC)c(OC)cc2C1,/,/,/,/,-6,/,/
O=C1NCN(c2ccccc2)C12CCN(C(c1ccccc1OC(F)(F)F)c1nnnn1C1CCCCC1)CC2 (configuration not stated),/,/,/,/,-8,/,/
O=C1C2CC(CN3CCCCC23)C2CCCCN12 (configuration not stated),/,/,/,/,-3,/,/
CCCCn1nnnc1C(c1ccccc1)N1CCC2(CC1)C(=O)NCN2c1ccccc1 (configuration not stated),/,/,/,/,-7,/,/
CCOC(=O)[C@]12Cc3cc(OC)ccc3[C@H]1N(Cc1ccccc1)C(=O)c1cc(OC)ccc12,/,/,/,/,-9,/,/
O=P1(NCCCl)OCCC(OO)N1CCCl (configuration not stated),/,/,/,/,-6,/,/
CCOC(=O)[C@]12Cc3cc(OC)ccc3[C@H]1N(C1CCCCC1)C(=O)c1ccccc12,/,/,/,/,-6,/,/
O=C1NCN(c2ccccc2)C12CCN(C(CCc1ccccc1)c1nnnn1-c1ccc3c(c1)OCCO3)CC2 (configuration not stated),/,/,/,/,-1,/,/
O=C(COC(=O)c1cc(Br)cc(Br)c1O)NC12CC3CC(CC(C3)C1)C2,/,/,/,/,-4,/,/
Cc1ccc(N2Cc3ccccc3-n3nncc3C2)cc1,/,/,/,/,-6,/,/
N#CCCC#N,/,/,/,/,0,/,/
CCCCn1nnnc1C(c1ccc(OC)cc1)N1CCC2(CC1)C(=O)NCN2c1ccccc1 (configuration not stated),/,/,/,/,-5,/,/
FC(F)(F)c1ccc(-c2ccc3c(c2)CNCc2cnnn2-3)cc1,/,/,/,/,-5,/,/
O=C(NCCN1CCC2(CC1)C(=O)NCN2c1ccccc1)c1ccccc1F,/,/,/,/,-4,/,/
CCCCn1nnnc1C(CCc1ccccc1)N1CCC2(CC1)C(=O)NCN2c1ccccc1 (configuration not stated),/,/,/,/,-8,/,/
CC12Nc3ccccc3C(=O)N1Cc1cnnn1-c1ccccc12 (configuration not stated),/,/,/,/,-5,/,/
CCn1cc(CN2CCCC(C(=O)c3cccc(C(F)(F)F)c3)C2)cn1 (configuration not stated),/,/,/,/,-4,/,/
COc1ccc(C(=O)C2CCCN(CCc3ccccc3)C2)cc1OC (configuration not stated),/,/,/,/,-6,/,/
CCOC(=O)[C@]12Cc3c(cc(OC)c(OC)c3OC)[C@H]1N(C1CCCCC1)C(=O)c1ccccc12,/,/,/,/,3,/,/
CS(=O)(=O)N1CCC2CCNC2C1 (configuration not stated),/,/,/,/,1,/,/
COc1ccc(C(c2nnnn2-c2ccc(OC)cc2)N2CCC3(CC2)C(=O)NCN3c2ccccc2)cc1 (configuration not stated),/,/,/,/,-8,/,/
Cc1ccc(OC(=O)N(C)C[C@@H]2OCc3ccccc3-c3c(n(C)c4ccccc34)C(=O)N([C@H](C)CO)C[C@H]2C)cc1,/,/,/,/,-6,/,/
c1ccc(Cc2cnc(N3CCNCC3)nc2)cc1,/,/,/,/,-7,/,/
Oc1ccc2c3c1O[C@H]1c4[nH]c5c(c4CC4(O)C(C2)N(CC2CC2)CCC314)CC1(O)[C@H]2Cc3ccc(O)c4c3[C@@]1(CCN2CC1CC1)C5O4 (some centres not stated),/,/,/,/,2,/,/
CSCCC(c1nnnn1C(C)(C)C)N1CCC(n2c(=O)[nH]c3ccccc32)CC1 (configuration not stated),/,/,/,/,-6,/,/
COc1cccc(C(=O)NCCN2CCC3(CC2)C(=O)NCN3c2ccccc2)c1,/,/,/,/,-8,/,/
CCOC(=O)[C@]12Cc3cc(C)ccc3[C@H]1N(C)C(=O)c1cc(OC)ccc12,/,/,/,/,-6,/,/
O=C1NCN(c2ccccc2)C12CCN(C(c1ccccc1OC(F)(F)F)c1nnnn1C1CCCC1)CC2 (configuration not stated),/,/,/,/,-2,/,/
CC(C)(C)n1nnnc1C(c1cccs1)N1CCC2(CC1)C(=O)NCN2c1ccccc1 (configuration not stated),/,/,/,/,-5,/,/
Cc1ccc2nc(-c3ccc(CN4CCC(n5c(=O)[nH]c6ccccc65)CC4)cc3)c(-c3ccccc3)nc2c1,/,/,/,/,-8,/,/
O=c1[nH]c2ccccc2n1C1CCN(Cc2ccc(-c3[nH]c4cc5ncnc5cc4nc3-c3ccccc3)cc2)CC1,/,/,/,/,-4,/,/
O=C(NCP(=O)(Oc1ccccc1)Oc1ccccc1)OCc1ccccc1,/,/,/,/,-9,/,/
O=c1[nH]c2ccccc2n1C1CCN(C(c2cc3ccccc3o2)c2nnnn2Cc2ccccc2)CC1 (configuration not stated),/,/,/,/,-1,/,/
COc1ccc2c(c1)C1OCCNC1CC2 (configuration not stated),/,/,/,/,-2,/,/
COc1ccc(CN2Cc3cc(N4CCOCC4)ccc3-n3nncc3C2)cc1,/,/,/,/,1,/,/
O=C(NCCN1CCC2(CC1)C(=O)NCN2c1ccccc1)c1cccs1,/,/,/,/,-6,/,/
CCOC(=O)[C@]12Cc3ccccc3[C@H]1N(C)C(=O)c1cc(OC)ccc12,/,/,/,/,-7,/,/
c1ccc2c[n+](CCCCCCCCCC[n+]3ccc4ccccc4c3)ccc2c1,/,/,/,/,-5,/,/
COc1ccc(CN2Cc3cc(-c4cccc(F)c4)ccc3-n3nncc3C2)cc1,/,/,/,/,-3,/,/
c1ccc(-c2nc3ccccc3nc2-c2ccc(CN3CCC(n4nnc5ccccc54)CC3)cc2)cc1,/,/,/,/,-8,/,/
COC(=O)C1CC(OC(C)=O)C(=O)[C@H]2C1(C)CC[C@H]1C(=O)OC(c3ccoc3)CC12C (some centres not stated),/,/,/,/,1,/,/
